Bioassay records: PubChem, National Center for Advancing Translational Sciences (NCATS)
SW480 rereplic: DNA re-replication induction in SW480 cells; SW480 DNA re-replication, Hoechst DNA content imaging, 48 h; Potency, µM (series often up to 46.1 µM), without a hit: at the top dose re-replication activation, actives largely listed as activators; 1.8% of 340,000 active; AID 624297; also: potency is read from the fitted curve at half-maximal effect; % of control where 0% means no effect; nearly all actives have a fitted effect of over 55% in size
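250 cells/well; 23 nL cpd via pin tool; 48 hr, 37 C, 5% CO2; Hoechst 40 min; imager read of total nuclear intensity, ex 405/em 500-530 nm.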
HT1080 IDH1KD tx: toxicity to HT-1080 IDH1 knockdown cells (counter line); HT-1080 IDH1 knockdown viability, ATP luminescence, 48 h; Potency, µM (titrated, usually from 46.1 µM), for inactives: at the highest dose activity, negative = toxicity, most hits filed as cytotoxic; 2% of 360,000 active; AID 686971;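 also: potency is read from the fitted curve at half-maximal effect; 0% = DMSO wells and -100% = cell-free medium wells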
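Cytotoxicity counter-line: IDH1KD HT-1080, 48 h, CellTiter-Glo. Curves classed by r2, magnitude and activity.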
KB-V1 cytotox: kills drug-selected multidrug resistant KB-V1 cells | KB-V1 MDR cells viability, CellTiter-Glo, 72 h | Potency, µM (series often up to 46.1 µM), without a hit: top-dose activity change, negative = cytotoxicity, usual class: cytotoxic | 3.4% of 400,000 active; also: potency is read from the fitted curve at half-maximal effect; % is scaled to controls: 0 for no effect and ±100 for the full control effect; nearly all actives have a fitted effect of over 60% in size
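Cells of the MDR subline KB-V1 are plated, dosed with compound at multiple concentrations, and incubated 72 h at 37 degrees C; CellTiter-Glo is then added and luminescence read after 10 min.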
KB-3-1 cytotox: KB-3-1 parental cell cytotoxicity; Potency, µM (top dose mostly 46.1 µM), for the others: at the top dose activity change, negative = cytotoxic, usual class: cytotoxic; 1.4% of 400,000 active; KB-3-1 viability, CellTiter-Glo ATP luminescence, 72 h; also: potency is read from the fitted curve at half-maximal effect; % is scaled to controls: 0 for no effect and ±100 for the full control effect; nearly all actives have a fitted effect of over 60% in size
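Multi-concentration cytotoxicity screen in KB-3-1 cells grown in DMEM lacking phenol red with 10% FBS. After 72 h at 37 °C with compound, ATP-dependent luminescence was recorded.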
IL1B secr inh: blocks inflammasome-driven IL-1 beta release; 4.7% of 360,000 active; THP-1 LPS/ATP IL-1B secretion, AlphaLISA, 16 h; hits give low values; AID 743279; activity change, % at 57.5 µM; in the data active = activity change below about -50%; inconclusive = mostly about -30% to -49%; also: % is scaled to controls: 0 for no effect and ±100 for the full control effect
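Secreted IL-1B measured by AlphaLISA bead assay after 16 h compound exposure of THP-1 cells; compounds (final up to 57.5 uM) added 1 h before LPS (250 ng/mL) and ATP (1.25 mM) stimulation; lower signal means less secretion.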
GLP1R cytotox: cytotoxic in the GLP-1 receptor inverse agonist counter-screen; HEK293 cAMP-luciferase reporter cells, luminescence, 24 h; AID 624418; 0.13% of 410,000 active; Potency, µM (doses to about 38.3 µM), inactives show at the top dose activity change, negative = inhibition, usual class: inhibitors;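 also: loss of luciferase light is scored as toxicity; potency is read from the fitted curve at half-maximal effect; % is scaled to controls: 0 for no effect and ±100 for the full control effect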
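A 23 nL compound transfer followed 12 hours of cell culture at 37 deg C; exposure then lasted 24 hr. Luciferase assay detection reagent was dispensed and plates read for luminescence after a 12 min room-temperature wait.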
MCF10A rerep: inducers of DNA re-replication in MCF 10A breast cells; MCF 10A DNA re-replication, Hoechst nuclear intensity, 48 h; Potency, µM (titrated, usually from 46.1 µM), for the others: at the top dose activity, positive = re-replication, usual class: activators; 2.9% of 350,000 active; also: potency is read from the fitted curve at half-maximal effect; % of control where 0% means no effect; nearly all actives have a fitted effect of over 50% in size
HT1080NT lethal: kills 2HG-producing HT-1080-NT fibrosarcoma cells | HT-1080-NT fibrosarcoma viability, CellTiter-Glo ATP luminescence, 48 h | Potency, µM (titrated, usually from 46.1 µM), inactives show top-dose activity, negative = less viability, most hits filed as cytotoxic | 1.6% of 360,000 active | AID 686970;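 also: NT is the 2HG producing partner of a matched IDH1 knockdown line; potency is read from the fitted curve at half-maximal effect; 0% = DMSO-treated cells and -100% = media-only wells without cells; nearly all actives have a fitted effect of over 55% in size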
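Fibrosarcoma NT cells, 750 per well in 5% FBS RPMI, were exposed to compound for 48 hours. Viability: CellTiter-Glo luminescence.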
DRD3 agonist: agonists of human D3 dopamine receptor; max activation, %; AID 652048; D3R DiscoveRx beta-arrestin cells, luminescence, 90 min; P35462; 0.58% of 410,000 active; in the data active = max activation above about 30%; also: 0% is about no effect; mostly tested at two doses, the higher about 12 µM
Target sequence (P35462 whole entry, looked up): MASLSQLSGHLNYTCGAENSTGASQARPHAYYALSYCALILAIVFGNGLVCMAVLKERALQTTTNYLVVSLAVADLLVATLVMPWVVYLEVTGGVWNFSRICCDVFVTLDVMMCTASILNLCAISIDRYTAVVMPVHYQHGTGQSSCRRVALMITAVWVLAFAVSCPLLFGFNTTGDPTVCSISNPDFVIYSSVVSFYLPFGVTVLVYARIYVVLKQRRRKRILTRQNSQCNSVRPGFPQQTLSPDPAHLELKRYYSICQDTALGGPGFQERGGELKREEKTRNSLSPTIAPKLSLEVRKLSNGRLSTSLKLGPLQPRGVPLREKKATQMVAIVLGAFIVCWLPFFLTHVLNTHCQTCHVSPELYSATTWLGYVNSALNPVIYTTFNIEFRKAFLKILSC
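Cells at 1500/well, incubated overnight, then treated with pinned compounds (dopamine as control) for 90 min at 37 degrees C. DiscoveRx reagent added for 30 - 60 minutes at room temperature; luminescence read.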
The depositor's hits bear a star; i = inactive; ? = inconclusive; nt = no result given; & = joins results of further samples; [ ] = another dose, or the depositor's remark. Unless noted, calls follow the shape of the dose curve; as a rule, active = well fitted curve in the direction sought with a large enough effect; inconclusive = small, poorly fitted or top-dose-only effect, or another doubt; inactive = no such curve, though single readings can be large; an effect the other way counts as inactive or inconclusive.

SMILES | SW480 rereplic | HT1080 IDH1KD tx | KB-V1 cytotox | KB-3-1 cytotox | IL1B secr inh | GLP1R cytotox | MCF10A rerep | HT1080NT lethal | DRD3 agonist
COCC(C)n1c(C)cc(C(=O)COC(=O)c2nn(C)c(=O)c3ccccc23)c1C (stereo not drawn) | 6% | 5% | 11% | -2% | 13 | 1% | 1% | -1% | 2
COc1ccc2cc(OCC(=O)NNC(=O)Nc3ccc(F)cc3)ccc2c1 | 6% | -1% | 5% | 6% | 0 | 10% | 15% | 0% | -1
C[C@@H]1CN([C@@H](C)CO)C(=O)c2cc(Br)cnc2O[C@H]1CN(C)C(=O)C1CC1 | nt | 11% | ? | 4% | -5 | 2% | nt | 3% | -4
COc1ccc(C(=O)OCCOc2ccccc2C(C)=O)c(O)c1 | 0% | -8% | ? | -1% | -16 | 11% | -34%[inhibitor] | -1% | 3
CCN(CC)CCNC(=O)c1ccc2c(=O)n(CCc3ccccc3)c(=O)[nH]c2c1 | ? | 0% | 10% | -8% | -5 | 15% | ? | -27% | 0
COc1cccc(CNC(=O)C2CCC(=O)N(CCc3cccc(F)c3)C2)c1 (stereo not drawn) | -3% | 28% | ? | ? | i | 3% | 1% | 15% | 2
NC(c1ccccc1)c1cccs1 (stereo not drawn) | nt | 12% | -4% | 0% | -9 | 12% | nt | 8% | -3
COc1ccc([N+](=O)[O-])cc1NC(=O)COC(=O)C12CC3CC(CC(O)(C3)C1)C2 | nt | -20% | 3% | 0% | 3 | -13% | nt | -14% | 15
COc1cc(C2=NOC(C(=O)Nc3ccc(C)cc3)C2)cc(OC)c1OC (stereo not drawn) | 3% | -16% | -4% | 24% | 2 | 4% | 0% | 4% | 18
COc1c(S(=O)(=O)N2CCCC2)ccc(Cl)c1Cl | -7% | -10% | -16% | -18% | 10 | -2% | -3% | -8% | 6

Filtered by structure: the compounds so far containing sulfur.
SMILES | SW480 rereplic | HT1080 IDH1KD tx | KB-V1 cytotox | KB-3-1 cytotox | IL1B secr inh | GLP1R cytotox | MCF10A rerep | HT1080NT lethal | DRD3 agonist
NC(c1ccccc1)c1cccs1 (stereo not drawn) | nt | 12% | -4% | 0% | -9 | 12% | nt | 8% | -3
COc1c(S(=O)(=O)N2CCCC2)ccc(Cl)c1Cl | -7% | -10% | -16% | -18% | 10 | -2% | -3% | -8% | 6

(next part)
SMILES | SW480 rereplic | HT1080 IDH1KD tx | KB-V1 cytotox | KB-3-1 cytotox | IL1B secr inh | GLP1R cytotox | MCF10A rerep | HT1080NT lethal | DRD3 agonist
CC1CCN(C(=O)CN2c3ccc(C(C)C)cc3-c3ccccc3S2(=O)=O)CC1 | nt | nt | -5% | 7% | nt | -11% | nt | nt | -12
Cc1ccc(Cl)cc1-n1c(=O)c2sc3ccccc3c2n(CC(=O)NC2CCCC2)c1=O | nt | nt | 4% | 7% | nt | -10% | nt | nt | -3
CN(C)c1ccc(NC(=O)COC(=O)c2cc(Cl)ccc2[N+](=O)[O-])cc1 | 0% | 2% | 21% | -14% | 12 | 15% | 6% | -2% | -2
O=C(NC1CCCC1)C(c1ccccn1)N(C(=O)c1csnn1)C1CC1 (stereo not drawn) | 24% | -6% | -27% | -3% | -2 | -10% | -1% | -10% | -3
Cc1ccc(NC(=O)[C@H](Cc2ccccc2)NC(=O)CC[C@H]2O[C@@H](n3ccc(=O)[nH]c3=O)[C@H](O)[C@@H]2O)cc1C | nt | 7% | -16% | 0% | 6 | 4% | nt | 11% | 64*
CCN1Cc2cc(OC)ccc2-c2ccccc2S1(=O)=O | -2% | -2% | 0% | 0% | -6 | 1% | -5% | -1% | -11
O=C(O)c1ccc(COc2ccc(Cl)cc2)o1 | -1% | -5% | 14% | -3% | -8 | 4% | -1% | -9% | 1
CCc1ccc([C@@H]2CC(=O)[C@@H]3CN(S(=O)(=O)c4ccccc4)[C@H](c4ccc(OC)cc4)C[C@@H]3N2S(=O)(=O)c2ccc(C)cc2)cc1 | nt | 15% | 13% | 0% | 20 | 5% | nt | 15% | -8
COCCNC(=O)CCn1c(=O)oc2ccccc21 | 2% | 18% | 13% | 1% | -5 | -7% | -4% | 24% | -1
CCOc1ccc(NC(=O)CCNS(=O)(=O)c2ccc3c(c2)oc(=O)n3C)cc1 | 3% | 9% | 8%&5% | 24%&18% | -9 | 2%&6% | -1% | 8% | -12&7
Cc1ccc2nc(Cl)c(CN(Cc3cccs3)C(=O)C3CC3)cc2c1 | 0% | -25% | -21% | -21% | -4 | -12% | -4% | -3% | -1
Oc1ccccc1CN1CCCC(N2CCN(c3cccc(C(F)(F)F)c3)CC2)C1 (stereo not drawn) | -26% | -7% | 3% | -23% | -29 | 1% | ? | -6% | -23
Cc1ccc(NC(=O)Cn2cc(S(=O)(=O)N3CCCC3)c(S(=O)(=O)N3CCCC3)c2)cc1F | nt | nt | ? | 16% | nt | 26% | nt | nt | 3
CC(=O)Nc1cc2c(cc1NC(=O)Cn1nc(-c3ccccc3F)ccc1=O)OCCO2 | -2% | 5% | -11% | -2% | 15 | -21% | 0% | 6% | 4
CCOC(=O)c1c(C)[nH]c(C)c1C(=O)CSc1nnc(N)s1 | ? | 9% | -5% | -4% | -9 | -9% | -7% | 5% | 4
CCCS(=O)(=O)NC(=O)C1(C)CCN(C(=O)c2cc3ccccc3s2)C1 (stereo not drawn) | nt | 26% | 6% | 0% | 34 | 4% | nt | ? | -1
CCOC(=O)C1CCN(C(=O)Nc2ccc3oc(C)nc3c2)CC1 | 18% | ? | -15% | -12% | 11 | ? | 1% | 22% | 0
O=C(Nc1ccc(F)c(Cl)c1)C1CCN(S(=O)(=O)c2ccc3[nH]c(=O)ccc3c2)CC1 | nt | nt | ? | 5% | nt | -2% | nt | nt | 4
Cc1cccc(C(=O)OCC(=O)NN2C(=O)NC3(CCC(C)CC3)C2=O)c1O (stereo not drawn) | -35%[inhibitor] | 11% | 28% | 8% | 3 | -5% | 18% | 13% | 6
CC(C)CCC(C)NC(=O)CN1C(=O)NC(C)(c2ccc3ccccc3c2)C1=O (stereo not drawn) | 12% | -22% | -12% | 1% | ? | 0% | ? | -16% | -1
O=C(COc1ccc(Br)cc1)Nc1ccccc1N1CCCC1 | 6% | -2% | -19% | -4% | 6 | 1% | ? | -2% | -1
COc1ccc(Cl)cc1-c1cc(C(=O)NCc2cccc(Cl)c2)[nH]n1 | nt | ? | -10% | ? | -15 | -19% | nt | ? | -13
CN1CCN(CCCNC(=O)c2ccc(NC(=O)C3=CSCCO3)cc2)CC1 | -16% | 2% | 21% | -3% | 3 | -19% | -2% | 8% | 3
COc1ccc(CN2CCNC(=O)C2CC(=O)NCCCn2nnc3ccccc32)cc1C (stereo not drawn) | -12% | 11% | 0% | 5% | -17 | -16% | 18% | 12% | -2
O=[N+]([O-])c1ccc(N2CCN(c3ccccc3Cl)CC2)cn1 | 15% | -4% | ? | 5.2µM* | -1 | -14% | 1% | 1% | 3
O=C(c1ccc2c(c1)N(Cc1ccc(F)cc1)C(=O)c1ccccc1S2(=O)=O)N1CCCCCC1 | nt | nt | -26% | -5% | nt | -20% | nt | nt | -11
Cc1c(Cl)cccc1NC(=S)NC1CCN(Cc2ccccc2)CC1 | 0% | -12% | -9% | -5% | -73* | -22% | 12% | -21% | -13
O=C(NCc1cccnc1)c1ccc2sc([C@H]3C[C@H](O)[C@@H](CO)O3)nc2c1 | nt | 0% | 8% | 0% | 8 | -7% | nt | 2% | -4
COc1cc(OC)c(C(=O)Nc2cc(Cl)ccc2-n2cncn2)cc1OC | 5.2µM* | 3% | -8% | 9% | -26 | -3% | -16% | 2% | 5
O=C(CSCc1ccccc1Br)N/N=C/c1ccc(OCC(=O)N2CCCCC2)cc1 | nt | 10% | -19% | 0% | 0 | 3% | 1% | 8% | 3
O=C(c1ccccc1NS(=O)(=O)c1ccc(F)cc1)N1CCc2ccccc21 | -5% | -3% | -26% | 4% | 6 | 2% | ? | -1% | -6
CN(Cc1ccccc1)C(=O)CCn1c(=O)c2cccn2c2cccnc21 | -1% | -1% | ? | -7% | -3 | -9% | -1% | -1% | -8
Brc1ccc(OCc2nnc(SCC3CCCCC3)o2)cc1 | -9% | -7% | -17% | -3% | -7 | 13%[1.53 µM] | -1% | -1% | -17
N=C1C(c2ccccc2)=C(O)CN1c1cccc(O)c1 | -1% | -1% | 2% | 0% | 10 | -12%[7.66 µM] | 16% | -3% | 1
O=[N+]([O-])c1cccc(-n2nnnc2CNCc2ccccc2)c1 | ? | 10% | 0% | 1% | ? | 3% | 1% | 3% | 4
CC(C)CN(C(=O)c1cccc(Cl)c1)c1c(N)n(CC(C)C)c(=O)[nH]c1=O | 7% | -8% | 7% | -2% | -16 | -5% | 15% | 2% | 1
Cc1ccc(C)c(OCCCN2CCc3ccccc3C2)c1 | -1% | ? | -3% | -10% | 7 | -23% | 27% | -30% | -12
O=C(NC(c1ccccc1)c1c(O)ccc2ccccc12)c1ccccc1Cl (stereo not drawn) | ? | 11µM* | 21µM* | ? | ? | 3% | 23µM* | 18µM* | 0
CCOC(=O)CSC1=Nc2ccccc2C2=NC(CC(=O)NCc3ccc4c(c3)OCO4)C(=O)N12 (stereo not drawn) | -2% | 13% | 20% | 2% | 6 | -3% | -1% | 24% | 1
COC(=O)c1ccccc1NC(=O)Cn1c(=O)n(CCCC(=O)NCc2ccccc2OC)c(=O)c2ccccc21 | nt | nt | -27% | -5% | nt | 0% | nt | nt | -12
c1ccc(-c2nnc3sc(-c4ccncc4)nn23)cc1 | 1% | -3% | -4% | 17% | -51* | 3% | 20% | -4% | -11
CCOC(=O)c1ccc(Nc2cc(C)nc3ncnn23)cc1 | -14% | -1% | ? | ? | 24 | 13% | 3% | 5% | 7
CSc1ncccc1C(=O)OCC(=O)N1CC2(C)CC1CC(C)(C)C2 (stereo not drawn) | -3% | 0% | -20% | 0% | 19 | -5% | 17% | 9% | -2
